# ST2 IL33 inh = inhibitors of human ST2 (IL1RL1) binding to IL-33; Q01638; inhibition, % for hits at 17 µM; AlphaLISA ST2-Fc/biotin-IL-33 interaction, 1 h; actives 2.3% (n = 78,000); in the data active = inhibition above about 30%; inconclusive = mostly about 10% to 28%
# Target sequence (Q01638 whole entry, looked up): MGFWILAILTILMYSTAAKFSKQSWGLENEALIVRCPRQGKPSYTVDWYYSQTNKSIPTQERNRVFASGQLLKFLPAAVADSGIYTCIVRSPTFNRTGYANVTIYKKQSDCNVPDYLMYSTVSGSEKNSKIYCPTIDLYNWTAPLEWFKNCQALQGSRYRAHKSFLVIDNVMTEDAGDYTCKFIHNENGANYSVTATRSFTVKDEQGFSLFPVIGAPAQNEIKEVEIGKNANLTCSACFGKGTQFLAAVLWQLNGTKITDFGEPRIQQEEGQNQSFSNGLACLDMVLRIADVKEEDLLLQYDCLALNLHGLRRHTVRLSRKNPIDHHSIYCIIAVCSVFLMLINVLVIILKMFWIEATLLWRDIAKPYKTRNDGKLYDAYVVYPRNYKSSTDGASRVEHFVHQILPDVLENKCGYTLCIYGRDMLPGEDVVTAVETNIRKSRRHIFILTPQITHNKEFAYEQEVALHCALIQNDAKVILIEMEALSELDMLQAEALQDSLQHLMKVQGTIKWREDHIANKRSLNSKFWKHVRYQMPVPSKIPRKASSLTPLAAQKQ
# Numbers without * were called inactive; i = inactive; ? = inconclusive. These rows are one share of the data; the hit share may differ from the screen's.
SMILES,ST2 IL33 inh
CN(CC1CCCN(CCc2cccc(C(F)(F)F)c2)C1)C(=O)CN1CCCC1=O (centres undefined),i
Cn1c(CCC(=O)Nc2cnc3n2CCCC3)nc2cccnc21,?
CC(C)CNC(=O)c1cc(S(=O)(=O)N2CCCC2)c(Cl)cc1Cl,i
O=C1C=CC(=O)C(c2cc(C(F)(F)F)ccc2Cl)=C1,?
C=CC1(C)CC(O)C(C(=C)C(=O)OC)C(O)C1C(=C)CO (centres undefined),?
CCn1c(=O)n(-c2ccc(C)c(C)c2)c2nc(C)nc(C(N)=O)c21,i
COc1ccc(OCC(O)CN2CCN(Cc3ccc4c(c3)OCO4)CC2)cc1 (centres undefined),i
COc1ncccc1[C@@H]1C[C@H](NC(=O)c2ccccc2)C[C@H](C(C)C)O1,i
CN1CCC(N2CC[C@@H]3[C@H]2C(=O)NC[C@H](CCC(=O)NCc2ccccc2)N3C)CC1,i
CN1CCc2c(sc3c2C(=O)NC(c2ccc(-c4ccc(Cl)cc4)o2)N3)C1 (centres undefined),?
CC(=O)N1N=C(c2ccc(C)cc2)CC1c1ccc(Cl)cc1 (centres undefined),i
COC(=O)[C@@H]1C[C@H](NC(=O)c2cnc3cccc(C)n3c2=O)CN1C,i
O=C(CCOc1ccccc1)NCC1OCCc2ccccc21 (centres undefined),i
Cn1c(=O)cc(SCC(=O)NCc2ccccn2)c2ccccc21,i
O=C(c1ccc2c(c1)OCCO2)N1CCCC(Nc2ccc(F)c(F)c2)C1 (centres undefined),i
C=CCn1c(CCCNC(=O)Cc2ccccc2)nc2ccccc21,i
COc1cccc(OC)c1C(=O)Nc1c2c(nn1-c1ccc(C)cc1)CS(=O)C2 (centres undefined),i
CCC(=O)Nc1cccc(C(=O)NCCC2=CSC3=NCCCN23)c1,i
COc1ccccc1N1CCN(C(=O)c2cc(OC)c(OC)c(OC)c2)CC1,i
O=[N+]([O-])c1ccccc1OCCOc1cccc2cccnc12,i
CN1CCN(C(=O)CC2(c3ccccc3Cl)CC(=O)N(C3CCCC3)C2=O)[C@@H](c2ccccc2)C1 (some centres undefined),i
O=S(=O)(Nc1cccc2cccnc12)c1ccccc1,i
CN(Cc1ccc2c(c1)OCCO2)Cc1cn[nH]c1-c1ccc(F)cc1,i
CC1=C(C(=O)Nc2ccc(C)cc2C)C(c2ccc(Cl)cc2)n2nnnc2N1 (centres undefined),i
COc1ccc(C2C(C(=O)Nc3ccc(C)cc3C)=C(C)Nc3nnnn32)cc1 (centres undefined),i

# (more compounds)
SMILES,ST2 IL33 inh
O=C(Nc1nnc(-c2ccc([N+](=O)[O-])cc2)s1)c1ccccc1,i
CC(C)(NC(=O)c1cccs1)C(=O)N1CCCC2(CNC(=O)O2)C1 (centres undefined),?
COc1ccc2nc3ccccc3[n+]([O-])c2c1,?
CC(CCc1ccc(O)cc1)O[C@@H]1O[C@H](CO[C@@H]2OC(CO)[C@H](O)[C@H]2O)[C@@H](O)[C@H](O)[C@H]1O (some centres undefined),i
COc1ccc(CC(=O)Nc2ccc(Nc3nc(C)cc(Nc4ccc(C)cc4)n3)cc2)cc1,?
CC1=C(C(N)=O)C(c2cccc(F)c2)n2nc(SCc3ccccc3F)nc2N1 (centres undefined),i
Cc1ccc(C(C)NC(=O)CN2CCS(=O)(=O)CC2)cc1 (centres undefined),i
CC1=CC(C)(C)N(C(=O)CSc2nccc(C)n2)c2cc(C)c(C)cc21,i
COc1ccccc1C1SCCN1S(=O)(=O)c1ccc([N+](=O)[O-])cc1 (centres undefined),?
CN1CCN(c2cc(NCCCc3nc4ccccc4[nH]3)nc(N)n2)CC1,i
COc1ccc(Nc2c(-c3ccc(C)o3)nc3ccccn23)cc1,?
COc1ccc(C2Nc3ccccc3C(=O)N2c2ccc(NC(C)=O)cc2)cc1 (centres undefined),?
Cc1cc(C)cc(N(C(=O)Cc2ccccc2)C2C=CS(=O)(=O)C2)c1 (centres undefined),i
CC(C)c1nnnn1[C@H]1CO[C@H]2[C@@H]1OC[C@H]2OC(=O)Nc1ccc(Oc2ccccc2)cc1,?
COc1ccc(C(C)(C)C)cc1S(=O)(=O)N1CCN(c2nc(C)cc(N3CCCCC3)n2)CC1,i
Cc1ccc(C2=NN(C(=O)c3ccc(O)cc3)C(O)(C(F)(F)F)C2)cc1 (centres undefined),i
COc1ccc(C2=NN(C(=O)CCC(=O)O)C(c3ccccc3Cl)C2)cc1OC (centres undefined),i
COc1ccc(F)c(-c2ccc(CNC(C)=O)cn2)c1,i
Cc1ccc(OCc2cc(=O)n3oc(C)cc3n2)c(NC(=O)C2CCCCC2)c1,i
CS(=O)(=O)N(CC(=O)O)c1cc(Cl)cc(Cl)c1,i
CC(=O)c1cc2c(cc1NC(=O)C1CCCCC1C(=O)O)OCO2 (centres undefined),i
O=C(COc1ccccc1[N+](=O)[O-])Nc1cc(C(=O)O)cc(C(=O)O)c1,i
O=C(N1CCOCC1)C12C[C@@H]3C[C@@H](CC(Cl)(C3)C1)C2,i
Cc1cccc(N=C2SCC(=O)N2c2cccc(C)c2)c1,i
COc1ccc([N+](=O)[O-])cc1-c1ccc(/C=C2\NC(=O)N(Cc3ccc(Cl)cc3)C2=O)o1,?

# Ordered by length of the SMILES (smallest number first): three of the compounds above.
SMILES,ST2 IL33 inh
CC(=O)c1cc2c(cc1NC(=O)C1CCCCC1C(=O)O)OCO2 (centres undefined),i
Cc1cc(C)cc(N(C(=O)Cc2ccccc2)C2C=CS(=O)(=O)C2)c1 (centres undefined),i
CC1=C(C(N)=O)C(c2cccc(F)c2)n2nc(SCc3ccccc3F)nc2N1 (centres undefined),i

# (listing goes on)
SMILES,ST2 IL33 inh
CC1=C(C(=O)Nc2ccc(C)cn2)C(c2cccc([N+](=O)[O-])c2)C2=C(CC(C)(C)CC2=O)N1 (centres undefined),i
CCc1ccc(-c2nc(CSCC(=O)NC(C)(C)C)c(C)o2)cc1,i
CC(C)c1ccc(Nc2nc(CC(=O)O)cs2)cc1,i
CCC(NC(=O)Cc1ccccc1)C(=O)O (centres undefined),i
CCN(CC)CC(=O)c1c(C)[nH]c2cc(C)ccc12,i
O=S(=O)(c1cccc2nonc12)N1CCOCC1,i
Cc1[nH]cnc1-c1nccn1CCC(c1ccccc1)c1ccco1 (centres undefined),i
CCN(CC)C(=O)CSc1nc2nc(C)cc(C)c2c(=O)[nH]1,i
Cc1nc(C)c(C(=O)N2CCCC(N(C)C)CC2)s1 (centres undefined),i
CCCOc1ccccc1NC(=O)CC1Sc2ccc(C(F)(F)F)cc2NC1=O (centres undefined),i
Cc1ccc(C(=O)N(c2ccc(F)cc2)C2C=CS(=O)(=O)C2)cc1C (centres undefined),i
COc1ccc(Nc2cc(C)nc(Nc3ccc(NC(=O)c4ccc(Cl)cc4)cc3)n2)cc1,?
C[C@@H]1O[C@@H](O[C@H]2C(=O)c3c(O)cc(O)cc3O[C@@H]2c2ccc(O)c(O)c2)[C@H](O)[C@H](O)[C@H]1O,i
Cc1ccc(C2(O)CC(C(F)(F)F)=NN2C(=O)c2cccc(Cl)c2)cc1 (centres undefined),i
Cc1nc(SCC(=O)c2ccc(Cl)cc2)c2c(=O)n(C)c(=O)n(C)c2n1,i
CCCCOc1ccc(/C=c2\sc3nc(=O)c(C)nn3c2=O)cc1OC,i
COc1ccc(Nc2cc(C)nc(N3CCN(S(=O)(=O)c4ccc(OC)cc4)CC3)n2)cc1,i
COc1cncc(-c2cccnc2OC)c1,?
O=C(Oc1cc(=O)oc2ccccc12)c1ccco1,i
COc1ccc(CN2C(=O)CCC2(C)C(=O)NCCc2ccc(OC)c(OC)c2)c(OC)c1 (centres undefined),i
COc1ccc(CC(=O)N2CCCC2)cc1,i
NS(=O)(=O)c1ccc(NC(=O)c2ccc(-c3ccc(Br)cc3)o2)cc1,i
COc1cc(OC)c(OC)cc1CN1CCN(Cc2ccc3c(c2)OCO3)CC1,i
COCCO[C@H]1[C@H](NC(=O)C(C)C)c2ccccc2C12CCN(C(=O)c1cc(C(C)C)on1)CC2,i
COc1ccc(CN2C(=O)N(C)C3(CCN(Cc4ccc(C#CC(C)(C)O)cc4)CC3)C2=O)cc1,i

# Structures listed so far with a tert-butyl group:
SMILES,ST2 IL33 inh
COc1ccc(C(C)(C)C)cc1S(=O)(=O)N1CCN(c2nc(C)cc(N3CCCCC3)n2)CC1,i
CCc1ccc(-c2nc(CSCC(=O)NC(C)(C)C)c(C)o2)cc1,i

# Additional results follow.
SMILES,ST2 IL33 inh
COc1ccc(F)c(F)c1CN1CCCC(OCc2ccccn2)C1 (centres undefined),i
CC1CCc2c(sc(N=Cc3cccnc3)c2C#N)C1 (centres undefined),30%*
O=C(COc1ccccc1)Nc1ccc(I)cc1,?
CCN1CCN(C(c2cccs2)C(C)NC(=O)C(C)C)CC1 (centres undefined),i
COc1ccc(Cl)cc1N1C(=O)CSC1c1ccc([N+](=O)[O-])cc1 (centres undefined),?
Cc1ccsc1[C@@H]1CCN(C(=O)Cn2cc(C)c(=O)[nH]c2=O)C[C@H]1O,i
COc1c(Sc2ccc([N+](=O)[O-])cc2)c(C)nn1-c1ccccc1,30%*
Cc1cc(C)cc(N=Cc2ccc(OC3CSC3)cc2)c1,i
CSc1ccc(CN(C)C2CCN(C)CC2)cc1,i
CC(=O)c1[nH]c(C)c(C(=O)N2CC[C@@H](c3sccc3C)[C@H](O)C2)c1C,i
COc1cc(CN2CCCC(OCc3cccnc3)C2)cc(Cl)c1O (centres undefined),?
C=CCN(Cc1ccc(F)cc1)C(=O)COC(C)C,?
COc1cccc(NC(=O)CSc2nnc3ccccn23)c1,i
Cc1cc(C(=O)N2CCCc3ccccc32)no1,i
O=S(=O)(NCCCc1ccccc1)c1cccc2nsnc12,?
O=C(CSc1oc(-c2ccccc2)nc1S(=O)(=O)c1ccccc1)NCC1CCCO1 (centres undefined),i
COc1ccc(-c2nc(N(C)C)nc(C)c2C)cn1,i
c1cn(-c2ccc(-c3noc([C@@H]4CCCN4)n3)cn2)cn1,i
CCSc1nc2c(c(=O)[nH]1)C(c1ccccc1OC)C1=C(CCCC1=O)N2 (centres undefined),i
O=C(O)c1[nH]c2ccccc2c1CC(=O)N1CCOCC1,i
CC1=C(C(=O)Nc2cccnc2)C(c2ccccn2)n2ncnc2N1 (centres undefined),i
O=C(O)c1ccc(CN2CC[C@H](c3nc4ccccc4s3)C2)cc1,i
COc1ccccc1C1CC(c2ccc(Br)cc2)Nc2nc(N)nn21 (centres undefined),?
CC(C)(C)n1cnc2cc(NCc3cccc4ccccc34)ccc21,?
Cc1cc(C(=O)O)c2cc(-c3cn[nH]c3)ccc2n1,i

# Rewritten with bars between the fields: 6 of the compounds above.
mol | ST2 IL33 inh
O=C(O)c1[nH]c2ccccc2c1CC(=O)N1CCOCC1 | i
O=S(=O)(NCCCc1ccccc1)c1cccc2nsnc12 | ?
COc1ccc(Cl)cc1N1C(=O)CSC1c1ccc([N+](=O)[O-])cc1 (centres undefined) | ?
O=C(O)c1ccc(CN2CC[C@H](c3nc4ccccc4s3)C2)cc1 | i
COc1ccccc1C1CC(c2ccc(Br)cc2)Nc2nc(N)nn21 (centres undefined) | ?
CC(=O)c1[nH]c(C)c(C(=O)N2CC[C@@H](c3sccc3C)[C@H](O)C2)c1C | i

# The results go on:
SMILES,ST2 IL33 inh
COc1ccc(N(C)S(=O)(=O)c2cccc3nsnc23)cc1,i
CCC(=O)Nc1ccc2nc(SCC(=O)NCc3ccco3)sc2c1,i
Cc1ccsc1C(CNC(=O)c1ccc2[nH]c(=O)[nH]c2c1)N(C)C (centres undefined),i
Cc1ccc(-c2ncccc2O)cc1[N+](=O)[O-],i
O=C(O)Cc1ccc(-n2c(=O)[nH]c3ccsc3c2=O)cc1,i
CN(Cc1ccccc1)C1CC(=O)N(c2ccc(Br)cc2)C1=O (centres undefined),i
Cc1nc(C(=O)N2CCCC2c2ccccc2C)cs1 (centres undefined),?
CCc1ccc(NC(=O)NCCc2nc3cccnc3n2C2CCCCC2)cc1,?
Cc1cccn2c(=O)c3cc(C(=O)NC4CCCCC4)n(C)c3nc12,?
COc1ccc(-c2nnc(NC(=O)c3ccc(S(=O)(=O)N4CCCCC4)cc3)o2)cc1,?
Cc1c(C(C)NC(=O)c2cc(C(C)C)no2)cnn1-c1cccc2ccccc12 (centres undefined),?
O=C1S/C(=C\c2ccc(O)cc2)C(=O)N1c1cccc(O)c1,i
COc1ccnc(N2C[C@@H]3C[C@H](C2)[C@@H]2CCCC(=O)N2C3)n1,i
CN(C)c1nccnc1N1CCC(CO)(Cc2ccc(Cl)cc2)CC1,?
O=c1c2ccccc2nc(/C=C/c2ccc(Br)cc2)n1CCCO,?
OC(c1ccccn1)C1CCN(c2ncnc3[nH]ccc23)CC1 (centres undefined),?
O=C(Nc1ccccc1[N+](=O)[O-])c1ccc(S(=O)(=O)N2CCCCC2)cc1,35%*
O=C1C2CC=C(Cl)CC2C(=O)N1CNc1ccccc1Cl (centres undefined),i
Brc1ccc(CN2CCCCCC2)cc1,i
CC(=O)c1ccc(N2CCC(O)(CO)CC2)nc1,i
O=C(N1CCOCC1)N1CCN(c2ccc([N+](=O)[O-])cc2)CC1,?
CCCCn1ncc(C)c1NC(=O)Cc1c(C)nn(-c2ccccc2)c1C,?
Clc1ccc2nc(-c3ccccn3)c(Nc3ccccc3)n2c1,?
COc1cccc(C(=O)Nc2cccc(OCc3cc(=O)n4ccc(C)cc4n3)c2)c1,i
COc1ccc(Nc2nc(-c3nnc(-c4ccc(C)cc4)o3)nc3ccccc23)c(OC)c1,i
O=C(CN1C2=NCCCN2c2ccccc21)c1cccc(Br)c1,i
CC12C=CC(C)(O1)C1C(=O)N(c3ccc4c(c3)OCO4)C(=O)C12 (centres undefined),?
Oc1ccc(-c2[nH]ncc2-c2ccccc2)c(O)c1,?
O=[N+]([O-])c1ccc(-c2nc(NC3CCCCC3)c3ccccc3n2)cc1,i

# Compounds above with two or more sulfur atoms, in the order listed:
SMILES,ST2 IL33 inh
COc1ccccc1C1SCCN1S(=O)(=O)c1ccc([N+](=O)[O-])cc1 (centres undefined),?
O=S(=O)(NCCCc1ccccc1)c1cccc2nsnc12,?
O=C(CSc1oc(-c2ccccc2)nc1S(=O)(=O)c1ccccc1)NCC1CCCO1 (centres undefined),i
COc1ccc(N(C)S(=O)(=O)c2cccc3nsnc23)cc1,i
CCC(=O)Nc1ccc2nc(SCC(=O)NCc3ccco3)sc2c1,i
